Assay outcomes deposited in PubChem by Broad Institute.
FN deposit inh: fibronectin deposition inhibition | AH1F fibroblasts, Alexa488-fibronectin deposition fluorescence, overnight | inhibition, % at 12.6 µM | hit rate 0.086% among 350,000 | AID 743247;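 active = mean inhibition across replicates of 30% or more, regardless of how many single replicates reach that level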;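 also: positive control wells lacked labelled fibronectin entirely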
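Assay system: AH1F fibroblast monolayer, labelled fibronectin deposition. Amount: 10000 cells per well. Also added: labelled fibronectin 24 nM. Compound: single-point pinned compound. Incubation: cell attachment 1 h, compound and FN exposure overnight. Detection: fluorescence after three HBSS washes, excitation 485 nm, emission 525 nm. Read-out: inhibition of fibronectin deposition signal.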
ERAP1 inh: ERAP1 (human) enzyme inhibition; Q9NZ08; recombinant ERAP1, Leu-AMC fluorescence, 60 min; inhibition, % at 10.7 µM; hit rate 0.15% among 340,000;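 active = mean replicate inhibition of at least 30%, or all replicates individually reaching that 30% level; inactive = mean below 30% and not every replicate reaching it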;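 also: 0% = neutral control wells and 100% = L-leucinethiol positive control wells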
Target sequence (Q9NZ08 whole entry, looked up): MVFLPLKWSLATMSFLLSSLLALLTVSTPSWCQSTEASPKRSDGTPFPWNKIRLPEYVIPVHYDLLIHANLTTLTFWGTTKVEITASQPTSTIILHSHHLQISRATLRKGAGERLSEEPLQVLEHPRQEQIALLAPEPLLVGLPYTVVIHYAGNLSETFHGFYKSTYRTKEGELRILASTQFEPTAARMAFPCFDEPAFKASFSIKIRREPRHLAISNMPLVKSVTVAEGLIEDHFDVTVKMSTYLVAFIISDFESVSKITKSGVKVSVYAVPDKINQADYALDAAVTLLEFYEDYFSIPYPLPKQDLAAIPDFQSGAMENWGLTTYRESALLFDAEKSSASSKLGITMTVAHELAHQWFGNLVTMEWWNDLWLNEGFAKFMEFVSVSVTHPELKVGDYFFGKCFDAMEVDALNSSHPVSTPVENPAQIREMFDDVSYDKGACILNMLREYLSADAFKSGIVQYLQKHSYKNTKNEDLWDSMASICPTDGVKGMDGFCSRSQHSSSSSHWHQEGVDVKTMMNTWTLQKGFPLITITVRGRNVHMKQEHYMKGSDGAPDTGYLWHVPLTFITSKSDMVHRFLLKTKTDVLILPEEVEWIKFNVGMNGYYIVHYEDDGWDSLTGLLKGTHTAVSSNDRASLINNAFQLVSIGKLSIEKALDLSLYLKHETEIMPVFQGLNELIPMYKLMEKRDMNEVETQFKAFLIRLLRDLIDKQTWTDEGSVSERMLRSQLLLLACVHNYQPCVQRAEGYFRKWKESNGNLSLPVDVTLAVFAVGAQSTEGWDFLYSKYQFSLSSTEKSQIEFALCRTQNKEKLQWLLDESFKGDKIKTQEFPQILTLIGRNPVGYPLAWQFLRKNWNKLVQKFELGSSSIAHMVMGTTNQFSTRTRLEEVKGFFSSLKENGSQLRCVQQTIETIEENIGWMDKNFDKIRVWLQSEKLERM
PglD inh: blocks C. jejuni PglD acetyltransferase activity; purified PglD enzyme, DTNB colorimetric CoA detection; inhibition, % at 12.5 µM; hit rate 0.098% among 360,000; in the data active = inhibition above about 16%, passing the limit was not always enough; also: strong numbers were not always called active
S100A4 MyoIIA: blocks human S100A4 binding to myosin IIA peptide; P26447; S100A4/TAMRA-MyoIIA peptide fluorescence polarization; hit rate 0.14% among 360,000; inhibition, % at 10.7 µM; AID 652163;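 active = mean inhibition of at least 70% across replicates, with every replicate also reaching that level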
Target sequence (P26447 whole entry, looked up): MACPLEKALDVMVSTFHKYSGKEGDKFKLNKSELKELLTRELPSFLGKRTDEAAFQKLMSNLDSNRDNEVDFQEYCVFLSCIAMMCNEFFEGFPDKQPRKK
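Material: S100A4 monomer protein / Buffer or medium: 50 mM HEPES pH 7.2, 10 mM CaCl2, 100 mM KCl / Times: 5 min incubation before reading / Benchmarks: neutral control DMSO, positive control TFP / Reagent: labelled myosin peptide probe, 5 nM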
LGR2 antag: Drosophila LGR2 receptor signaling inhibition; AID 720647; hit rate 0.35% among 380,000; inhibition, % at 9.99 µM; HEK293 LGR2, CRE-luciferase, bursicon-stimulated, 4 h;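 active = drop in luminescence signal, shown as inhibition above about 50% in the replicate tests, limit read from the data, passing the limit was not always enough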;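 also: agonist challenge used bursicon conditioned medium at about half maximal strength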
PAX8 inh HTS: PAX8 transcriptional activity inhibition. hit rate 1.2% among 360,000. RMG-I TPO-luciferase reporter, SteadyGlo, 24 h. inhibition, % at 12.6 µM;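 active = mean replicate inhibition at least 60% with every replicate also reaching 60%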;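 also: luciferase light reporting Pax8 driven TPO promoter activity; plate controls were median of neutral control wells for no effect and mitoxantrone controls for full effect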
EWS-Fli inh: EWS/Fli transcriptional activity inhibition; A673 NR0B1-luciferase reporter, viability-normalised; inhibition, % at 12.6 µM; hit rate 0.67% among 350,000; AID 651661;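 active = mean inhibition of at least 50% after viability correction, with every replicate also passing that limit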;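 also: firefly luciferase signal divided by Alamar Blue viability fluorescence both relative to DMSO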
PGC1a acetyl inh: PGC1a acetylation modulation, inhibitor mode; U2OS PGC1a acetylation, AlphaScreen anti-acetyl-lysine; with virally co-expressed GCN5 acetyltransferase; inhibition, % at 15.6 µM; hit rate 0.17% among 350,000;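 active = every replicate shows inhibition of at least 40%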;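 also: 0% = neutral control wells and 100% = positive control wells; some results beyond the cut were filed as inactive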
Numbers without * were called inactive; . = no result given; & = joins results of further samples; ! = repeats disagree.

SMILES	FN deposit inh	ERAP1 inh	PglD inh	S100A4 MyoIIA	LGR2 antag	PAX8 inh HTS	EWS-Fli inh	PGC1a acetyl inh
COc1cccc(NC(=O)N2CC(=O)N3[C@H](CO)[C@H](c4ccc(Br)cc4)[C@@H]3C2)c1	.	1.8	.	0.4	-1.3	.	9.0	9.8
Cc1nnc(NC(=O)CC(NC(=O)C(F)(F)F)c2ccccc2)s1 (stereo not given)	4.7	-1.5	.	-2.8	-35.1	-7.0	9.5	.
COc1ccc(C2N(C(=O)N3CCOCC3)CCN2S(=O)(=O)c2ccc(C)cc2)cc1 (stereo not given)	.	1.2	4.1	0.0	-8.4	.	2.2	6.7
C[C@H](CO)N1C[C@H](C)[C@@H](CN(C)C(=O)Oc2ccccc2)OCc2cn(nn2)CCCC1=O	5.6&12.5	-1.0&1.4	-2.4&-0.5	-2.7&11.8	-3.2&-9.0	-12.9&-5.3	4.9&5.8	1.6&-4.7
O=C(NCc1ccccc1)C1c2ccccc2OCC(=O)N1C1CC1 (stereo not given)	.	.	.	-2.3	20.8	6.4	-5.6	.
Cc1ccc(Nc2ncccc2C(=O)O)cc1C	3.0	-3.2	-5.0	2.9	-12.3	-84.0	-22.3	-9.3
CO[C@@H]1CN(C)C(=O)c2ccc(NC(=O)C3CC3)cc2OC[C@@H](C)N(C(C)=O)C[C@@H]1C	-17.6	0.1	1.1	1.9	18.1	10.5	4.1	4.5
CN1CCN(C(c2ccccc2)c2ccc(Cl)cc2)CC1 (stereo not given)	.	-2.0	2.9	1.7	4.5	-0.4	11.3	-15.1
Nc1ccc(S(=O)(=O)Nc2nccc(/C=C/c3ccc([N+](=O)[O-])cc3)n2)cc1	-8.3	-1.7	5.8	-2.3	0.9	-1.9	1.7	-3.5
CO[C@@H]1CN(C)C(=O)c2ccc(NC(=O)c3cccc(Oc4ccccc4)c3)cc2OC[C@H](C)NC[C@@H]1C	.	14.8	-1.2	10.6	7.1	3.3	6.5	-22.8
O=C(Nc1c(C(=O)Nc2ccccc2)cnn1-c1ccccc1)c1ccco1	.	-1.6	-0.3	-1.1	-1.4	.	-10.8	2.1
C/C=C/c1ccc2c(c1)O[C@@H](CN(C)C(=O)CC1CC1)[C@H](C)CN([C@@H](C)CO)S2(=O)=O	-1.2	-1.2	1.1	-5.3	-4.0	.	4.0	-3.8
CN(C)C(CNC(=O)CCC(=O)c1ccc(Br)cc1)c1ccccc1 (stereo not given)	-7.7	5.5	-1.5	-9.0	3.1	14.9	-4.5	10.1
O=C(CCC(=O)N1CCN(Cc2ccc(F)cc2)CC1)Nc1nnc(C(F)(F)F)s1	7.1	-3.5	-1.1	-6.0	-0.4	12.2	0.4	5.1
COc1ccc(C(C)C)cc1S(=O)(=O)n1ccnc1C	-10.4	.	-1.9	.	19.2	6.8	.	5.7
COc1ccc(OC)c(S(=O)(=O)Nc2cc3c4c(c2)CC(=O)N4CCC3)c1	0.9	-0.7	1.9	-7.6	-0.5	3.4	14.2	.
COc1ccc(NC(=O)c2cccc3c2C(=O)c2ccc(-c4cnc(OC)nc4)cc2S3(=O)=O)cc1	1.3	3.0	-7.5	0.7	-4.8	-16.2	-3.2	-11.5
C[C@@H]1CN([C@@H](C)CO)C(=O)c2cc(N(C)C)ccc2O[C@@H](C)CCCCO[C@@H]1CN(C)S(=O)(=O)c1cccs1	1.0	1.3&-0.9&0.2	-2.9&-0.1&-3.4	2.2&2.2&-13.2	-12.9&-26.1	-16.4&1.6&-1.2	4.1&-11.4	4.6&5.8&-9.3
C[C@H]1CN([C@@H](C)CO)C(=O)CCCn2nncc2CO[C@@H]1CN(C)Cc1ccc2cccnc2c1	6.7&1.6	-3.7	2.0	0.4&-0.8	9.2	2.7&9.6	-1.1&6.3	2.9
COc1ccc(/C=N/N(C)C2=NCCN2)c(OC)c1OC	2.4	-2.1	5.2	-0.3	-1.0	-20.9	7.8	.
CSCCC(NC(N)=O)C(=O)NCc1cccc(Cl)c1 (stereo not given)	6.5	.	-1.5	.	.	-3.4	.	2.6
Cc1ccc(S(=O)(=O)N2C[C@@H]3N[C@H](C2)[C@@H]3c2ccc(-c3cccc(C)c3)cc2)cc1	-3.6	.	.	.	6.7	-5.7	-2.1	-65.9
O=C(O)CCCCCn1c(SCc2cc(=O)n3cc(Cl)ccc3n2)nc2ccsc2c1=O	-18.6	.	-2.3	.	23.6	7.7	.	8.9
COC(=O)c1ccc2c(c1)N(C)CCS2	10.0	.	-2.1	-2.2	21.3	-15.0	-11.5	.
O=S1(=O)CCC(NC(=S)Nc2ccccc2)C1 (stereo not given)	-7.7	.	-3.1	7.0	-0.2	7.9	0.4	-8.2
CC1CCN(S(=O)(=O)c2ccc3c(c2)N(CC(=O)NCCCN2CCCCC2)C(=O)CS3)CC1	7.7	-1.9	-0.7	-8.9	-13.9	2.3	.	0.4
CCn1ncc(C2=NOC(C(=O)NCc3ccc(Cl)cc3)C2)c1C (stereo not given)	-9.0	.	-0.7	.	-5.3	.	.	8.9
COc1ccc(NC(=O)Nc2ccc3c(c2)[C@@H]2C[C@@H](CC(=O)NCc4ccccn4)O[C@@H](CO)[C@@H]2O3)cc1	.	-0.2	-2.8	-11.0	-17.4	-2.3	-5.2	1.3
CSc1c(CC(=O)NCCCO)n(Cc2ccccc2)c2ccccc12	-0.1	-2.6	3.4	-11.9	10.0	8.7	3.6	-4.1
C[C@H](CO)N1C[C@H](C)[C@@H](CN(C)S(=O)(=O)c2ccccc2)Oc2ccc(NC(=O)CCC(F)(F)F)cc2C1=O	6.4	-1.2&0.2	4.7&-0.8	-61.2&-5.8	-5.4&-2.9	-8.4&-16.2	-1.8&-28.1	3.1&8.2
COc1cccc(S(=O)(=O)N[C@H]2CC[C@H](CCn3cc(-c4ccccn4)nn3)O[C@H]2CO)c1	.	1.6	0.0	10.9	-18.6	-5.4	-4.7	6.8
CCc1nc2ccc(C(=O)Nc3ccc(OC)c(OC)c3)cn2c1N(C)CCC(C)C	-12.6	-4.7	4.0	3.8	4.3	31.4	8.4	-14.7
COc1cc(C(=O)Nc2cc(C)cc(C)c2)c(-n2cnnn2)cc1OC	-17.8	2.6	.	-4.2	6.5	-2.9	-2.3	-9.7
O=C(CNC(=O)C(c1ccccc1)c1ccccc1)N/N=C\c1ccc2c(c1)OCO2	-1.2	.	.	.	-41.9	-14.8	.	4.6
CCCCc1nc2cc(C(=O)NCc3ccccn3)ccc2o1	7.9	6.7	-2.2	16.8	-6.7	2.0	-21.8	-0.7
O=C(c1ccncc1)N1CCN(S(=O)(=O)c2cccc([N+](=O)[O-])c2)CC1	0.0	-1.5	.	-1.4	-15.0	.	-5.1	.
CC(C)c1nc2sc3c(=O)[nH]cnc3c2c2c1CCCC2	3.6	.	.	-18.4	-0.1	14.3	12.6	.
CCC(Oc1ccccc1)C(=O)Nc1ccccc1C(=O)N1CCN(C)CC1 (stereo not given)	-13.3	-1.2	1.4	9.0	11.9	11.6	.	0.2
CC(=O)NNc1ncnc2c1cnn2-c1ccccc1	3.8	-4.1	.	-39.4	-12.8	4.7	-2.7	2.2
Cc1coc2cc3oc(=O)c(CCC(=O)NCCN4CCOCC4)c(C)c3cc12	.	0.1	-2.1	-11.6	-1.4	.	-15.0	-23.3
CNC[C@H]1Oc2cc(-c3ccccc3F)ccc2S(=O)(=O)N([C@H](C)CO)C[C@H]1C	-4.3	.	1.0	.	-18.9	5.1	-1.3	5.8
CC(=O)N1[C@H](CO)[C@@H]2c3ccccc3N(C(=O)Nc3cc(F)ccc3F)C[C@@H]21	.	0.7	0.3	-11.8	5.3	-5.2	1.6	4.7
O=C(Nc1ccc(N2CCOCC2)cc1)C1=NN(c2ccccc2)C(=O)CC1	0.1	-2.6	1.3	-6.0	7.6	-7.7	-18.6	-5.5
CCCCOc1ccc(NC(=O)CCSc2nccn2C)cc1	.	0.0	.	4.5	14.0	-36.0	-32.6	2.3
COc1cccc(CN(C)Cc2cc(=O)oc3cc(O)c(Cl)cc23)c1	-1.3	-125.6	4.8	0.6	5.7	45.5	4.4	-0.5
O=C(NC1CC1)C1CCN(C2CCN(C(=O)Cc3ccc4c(c3)OCO4)CC2)CC1	.	-0.1	-22.6	0.9	4.1	-0.6	3.8	1.2
CC(=C\C(=O)O)/C(=C/c1ccc(C)o1)C(=O)O	5.3	2.1	-0.9	-0.1	-22.6	76.0*	3.8	.
O=C(O)C[C@@H]1C[C@@H]2c3cc(NS(=O)(=O)c4ccc(F)cc4)ccc3O[C@@H]2[C@H](CO)O1	.	0.3	.	-18.0	4.5	-6.8	.	8.7
CNC(=O)COC(=O)c1cc(-c2ccc(OC)cc2)nc2ccccc12	.	5.2	.	-4.8	-26.4	-19.5	-1.6	-1.7
CC=Cc1ccc2n(c1=O)C[C@H]1[C@H](CO)[C@@H](C(=O)NCCC)[C@@H]2N1C(=O)Nc1cc(F)ccc1F (mixture of isomers)	.	-0.2	1.4	6.0	-32.0	.	1.9	.
Following part:
SMILES	FN deposit inh	ERAP1 inh	PglD inh	S100A4 MyoIIA	LGR2 antag	PAX8 inh HTS	EWS-Fli inh	PGC1a acetyl inh
Cc1ccc(SCc2c(C(=O)N/N=C/c3cccs3)nnn2-c2nonc2N)cc1	4.2	-1.9	1.4	3.1	17.7	3.9	-3.7	-6.4
Cc1nc(CN2CCCCC2)cc(=O)[nH]1	0.3	-3.6	-3.7	-2.3	22.7	1.1	0.7	-9.0
Cc1ncc(CN2CCCC(C(=O)Nc3ccc(-n4ccnc4C)cc3)C2)cn1 (stereo not given)	-3.0	1.6	-4.5	3.4	6.5	4.9	11.8	-0.5
CCN1C(=O)[C@H]2[C@@H](c3ccc(C(F)(F)F)cc3)N[C@]3(CCCN(Cc4ccc(Cl)cc4)C3=O)[C@H]2C1=O	-14.6	3.2	-1.6	0.1	5.7	4.2	-9.0	-0.8
C[C@@H]1CN([C@@H](C)CO)C(=O)Cc2cc(NC(=O)C3CC3)ccc2O[C@@H]1CN(C)Cc1ccc2c(c1)OCO2	.	1.4	-3.6	3.6	-12.2	12.5	10.4	-1.4
CCCNC(=O)CN1C(=O)c2ccccc2Sc2ncccc21	-0.2	3.2	2.3	-10.6	6.9	-7.4	1.1	5.2
CCN(Cc1ccncc1)C(=O)c1cc(Br)cc(Br)c1O	-9.4	-3.9	0.4	-29.3	4.2	24.8	2.8	-9.0
O=C(Cc1ccccn1)N1CC(=O)N2[C@H](C1)[C@@H](c1ccc(-c3ccccc3)cc1)[C@@H]2CO	.	0.9	.	2.5	12.5	-1.1	-4.8	7.3
C[C@H](CO)N1C[C@H](C)[C@@H](CN(C)Cc2ccccc2F)Oc2ncc(Br)cc2C1=O	4.9&-10.0	8.0&-0.7	0.8&0.2	-1.3&9.4	6.6&11.1	-15.7	3.5&-3.4	63.8*!
O=C(CCc1nc2ccccc2[nH]1)N1CCN(C(=O)c2ccco2)CC1	4.6	-4.8	2.3	1.0	11.6	0.0	-35.3	.

Record cards, as listed above. Order of values: FN deposit inh, ERAP1 inh, PglD inh, S100A4 MyoIIA, LGR2 antag, PAX8 inh HTS, EWS-Fli inh, PGC1a acetyl inh
O=C(Cc1ccccn1)N1CC(=O)N2[C@H](C1)[C@@H](c1ccc(-c3ccccc3)cc1)[C@@H]2CO as listed: ., 0.9, ., 2.5, 12.5, -1.1, -4.8, 7.3
CCN(Cc1ccncc1)C(=O)c1cc(Br)cc(Br)c1O as listed: -9.4, -3.9, 0.4, -29.3, 4.2, 24.8, 2.8, -9.0
CCCNC(=O)CN1C(=O)c2ccccc2Sc2ncccc21 as listed: -0.2, 3.2, 2.3, -10.6, 6.9, -7.4, 1.1, 5.2
Cc1ncc(CN2CCCC(C(=O)Nc3ccc(-n4ccnc4C)cc3)C2)cn1 (stereo not given) as listed: -3.0, 1.6, -4.5, 3.4, 6.5, 4.9, 11.8, -0.5
